Screening results as filed in PubChem.
APJ antagonist: blocks the human apelin receptor APJ | AID 2521 | P35414 | 330,000 tested, 0.32% active | CHO-K1 APJ beta-arrestin complementation, luminescence | inhibition, % at 20 µM;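 active = inhibition above about 40% at 20 µM, limit read from the data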;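 also: cells challenged with 10 nM apelin-13 agonist together with compound; plate controls were apelin-13 plus DMSO wells for no effect and DMSO wells lacking apelin-13 for full effect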
EBI2 antag: EBI2 (human) antagonism | 360,000 tested, 0.81% active | P32249 | EBI2 beta-arrestin recruitment, luminescence, 7a,25-OHC stimulated | AID 651636 | inhibition, % at 5 µM; in the data active = inhibition above about 38%;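 also: enzyme fragment complementation signal reports receptor beta-arrestin coupling in cells; 0% = agonist plus DMSO wells and 100% = wells without agonist; some results beyond the cut were filed as inactive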
Target sequence (P32249 whole entry, looked up, the tested form may be a part): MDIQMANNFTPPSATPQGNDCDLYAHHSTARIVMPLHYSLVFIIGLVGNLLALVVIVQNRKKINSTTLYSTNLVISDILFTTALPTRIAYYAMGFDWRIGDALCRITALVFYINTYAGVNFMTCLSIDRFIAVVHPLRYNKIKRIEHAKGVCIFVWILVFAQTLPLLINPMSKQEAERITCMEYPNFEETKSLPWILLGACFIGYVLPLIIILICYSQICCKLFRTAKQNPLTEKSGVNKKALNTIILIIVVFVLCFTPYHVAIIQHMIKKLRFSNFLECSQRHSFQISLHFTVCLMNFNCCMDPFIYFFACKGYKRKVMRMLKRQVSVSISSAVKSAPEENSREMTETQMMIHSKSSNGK
UBC13 inh: human UBC13 polyubiquitination inhibition. AID 485273. inhibition, % at 20 µM. P61088. 330,000 tested, 0.47% active. UBC13 polyubiquitin chain formation, TR-FRET; in the data active = inhibition above about 45%, passing the limit was not always enough
APJ agonist: APJ receptor agonism. activation, % at 20 µM. AID 2520. CHO-K1 APJ PathHunter beta-arrestin, luminescence; 0% DMSO wells, 100% apelin. P35414. 330,000 tested, 0.11% active;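 active = activation more than six SD over the plate average, tested at 20 µM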;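 also: 0% = DMSO alone and 100% = apelin-13 at 10 nM; some results filed as inactive read as strong as hits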
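Material: engineered CHO-K1 APJ arrestin reporter cells; amount: 1000 CHO-K1 reporter cells seeded per well; incubation: compound stimulation 90 min at 25 °C, detection 60 min; signal: luminescent beta-gal fragment complementation, chemiluminescent substrate; read-out basis: APJ agonist activity; controls: DMSO-only wells as negative, 10 nM Apelin-13 as positive control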
CCR6 antag: blocks CCL20-driven beta-arrestin recruitment at human CCR6 | P51684 | CHO-K1 CCR6 PathHunter beta-arrestin, luminescence, CCL20-stimulated | inhibition, % at 20 µM | 340,000 tested, 0.49% active | AID 493098;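 active = compounds whose inhibition of the agonist-driven luminescence signal at 20 µM reaches about 50%, limit read from the data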;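 also: cells stimulated with CCL20 at 14 nM final; plate controls were DMSO with CCL20 for no effect and DMSO without agonist for full effect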
Target sequence (P51684 whole entry, looked up): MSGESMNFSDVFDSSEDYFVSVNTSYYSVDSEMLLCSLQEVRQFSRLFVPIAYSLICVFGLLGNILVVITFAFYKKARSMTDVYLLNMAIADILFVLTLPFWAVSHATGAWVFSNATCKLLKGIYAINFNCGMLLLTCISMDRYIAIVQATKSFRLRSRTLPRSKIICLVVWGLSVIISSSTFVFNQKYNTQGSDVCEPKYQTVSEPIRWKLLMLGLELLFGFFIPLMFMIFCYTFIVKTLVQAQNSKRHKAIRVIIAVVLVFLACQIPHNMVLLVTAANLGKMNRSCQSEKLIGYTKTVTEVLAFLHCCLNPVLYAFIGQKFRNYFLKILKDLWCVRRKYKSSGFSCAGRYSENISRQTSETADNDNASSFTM
CXCR6 inh: inhibitors of human CXCR6 receptor; O00574; CHO-K1 PathHunter CXCR6 beta-arrestin, luminescence; inhibition, % at 20 µM; 360,000 tested, 0.36% active; AID 602244; in the data active = inhibition above about 34%, passing the limit was not always enough;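 also: antagonist mode with CXCL16 agonist at 10 nM final; 0% = 10 nM CXCL16 with DMSO and 100% = unstimulated wells without agonist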
Target sequence (O00574 whole entry, looked up): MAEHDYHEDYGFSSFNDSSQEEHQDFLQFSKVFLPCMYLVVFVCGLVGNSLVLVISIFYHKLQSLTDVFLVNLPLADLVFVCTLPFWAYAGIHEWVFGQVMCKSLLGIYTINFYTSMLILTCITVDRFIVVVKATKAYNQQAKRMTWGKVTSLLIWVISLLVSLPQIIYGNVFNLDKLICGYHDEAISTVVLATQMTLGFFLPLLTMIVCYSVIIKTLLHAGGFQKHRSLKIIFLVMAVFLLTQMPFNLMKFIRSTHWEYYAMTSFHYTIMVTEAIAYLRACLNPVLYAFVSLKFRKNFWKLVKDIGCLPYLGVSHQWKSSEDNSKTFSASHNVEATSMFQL
Gli-Sufu antag: blocks Gli-Sufu signaling in a luciferase reporter; Sufu-KO-LIGHT fibroblasts, Gli luciferase reporter luminescence; inhibition, % at 5 µM; 340,000 tested, 0.74% active;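 active = inhibition above about 55%, limit read from the data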;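 also: 0% = DMSO-treated cells and 100% = wells with medium but no cells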
ATG4B inhibitor: inhibitors of human ATG4B cysteine protease. Q9Y4P1. ATG4B cleavage of LC3-PLA2, NBD-HPC fluorescence, 1 h. inhibition, % at 8.33 µM. 340,000 tested, 0.51% active. AID 504462; in the data active = inhibition above about 40%
* = called active by the depositor; x = no result given.

SMILES	APJ antagonist	EBI2 antag	UBC13 inh	APJ agonist	CCR6 antag	CXCR6 inh	Gli-Sufu antag	ATG4B inhibitor
CC(=O)c1ccc(NC(=O)c2cc(C)no2)cc1	11.7	8.4	8.6	-4.4	5.5	-7.0	5.2	11.8
O=C(Nc1nnc(-c2ccccn2)o1)c1cccc(Br)c1	-3.3	-1.0	-16.2	2.2	-3.7	2.2	-1.8	-0.1
COC(=O)c1ccc(S(=O)(=O)NCc2ccc(OC)cc2)n1C	3.6	3.1	-4.6	3.0	7.1	-3.1	0.7	3.6
CN(C)/C=C(\c1cnc(Cl)s1)S(=O)(=O)c1ccccc1	3.3	-11.9	4.1	-2.7	2.8	2.4	-4.8	0.1
O=C(O)c1ccccc1-c1ccccc1C(=O)Nc1ccc(OC(F)(F)F)cc1	4.8	3.0	-7.0	-1.9	5.6	-0.2	x	-4.8
CCOC(=O)Cc1csc(NC(=O)CSc2ncnc3c2cnn3-c2ccccc2Cl)n1	x	-9.7	x	x	5.8	-7.1	19.3	-1.8
O=C(O)/C=C/c1cn(-c2ccccc2)nc1-c1cccs1	8.1	-6.7	-1.7	-4.9	-0.7	-3.8	-1.9	-6.0
CCn1ncc(C(=O)Nc2ccc(S(=O)(=O)N3CCCC3)cc2)c1C	5.7	-4.2	-4.0	-1.8	8.2	4.9	-47.6	-1.3
COc1cc(NC(=S)NC(=O)c2ccc(F)cc2)ccc1NC(=O)c1ccco1	-1.4	-7.6	4.5	-2.6	11.8	-0.9	-4.3	13.0
N#Cc1sc2nc(-c3cccs3)cc(-c3ccc(Cl)cc3)c2c1N	6.0	23.4	24.0	-3.5	25.6	0.3	13.0	-13.1
CCCCCn1c(SCc2ccncc2)nc2cc(C(=O)NCc3ccco3)ccc2c1=O	-7.6	37.5*	-8.1	-4.4	17.2	16.0	2.9	6.2
CCCNC(=O)c1ccc(-c2nc3ccccc3s2)s1	-10.1	2.9	32.7	-3.2	-4.9	10.3	10.0	3.3

Sorted by count of non-hydrogen atoms (highest first): 5 of the compounds above
SMILES	APJ antagonist	EBI2 antag	UBC13 inh	APJ agonist	CCR6 antag	CXCR6 inh	Gli-Sufu antag	ATG4B inhibitor
CCCCCn1c(SCc2ccncc2)nc2cc(C(=O)NCc3ccco3)ccc2c1=O	-7.6	37.5*	-8.1	-4.4	17.2	16.0	2.9	6.2
O=C(O)c1ccccc1-c1ccccc1C(=O)Nc1ccc(OC(F)(F)F)cc1	4.8	3.0	-7.0	-1.9	5.6	-0.2	x	-4.8
COC(=O)c1ccc(S(=O)(=O)NCc2ccc(OC)cc2)n1C	3.6	3.1	-4.6	3.0	7.1	-3.1	0.7	3.6
O=C(Nc1nnc(-c2ccccn2)o1)c1cccc(Br)c1	-3.3	-1.0	-16.2	2.2	-3.7	2.2	-1.8	-0.1
CC(=O)c1ccc(NC(=O)c2cc(C)no2)cc1	11.7	8.4	8.6	-4.4	5.5	-7.0	5.2	11.8

Additional structures follow:
SMILES	APJ antagonist	EBI2 antag	UBC13 inh	APJ agonist	CCR6 antag	CXCR6 inh	Gli-Sufu antag	ATG4B inhibitor
O=C(Nc1ccnn1C1CCN(Cc2ccc(CO)o2)CC1)c1ccc2c(c1)OCO2	-6.2	-2.8	-0.4	1.5	2.2	-2.6	6.5	11.2
COc1ccc(C=O)cc1CSc1ncccc1C(=O)O	7.8	-3.4	2.5	-4.1	4.0	1.1	8.6	2.7
COc1ccc(-n2c(SCC3OCCO3)nc3c(sc(=S)n3-c3ccccc3)c2=O)cc1OC	-23.7	9.6	-6.4	-1.2	4.3	3.6	2.6	5.4
CCCCc1nc(NCCN)c(C#N)c2c1CSC(C)(C)C2	6.7	-6.7	29.9	-0.9	-10.9	1.3	1.3	5.0
Cn1nc(C(C)(C)C)c([N+](=O)[O-])c1C(=O)N1CCOCC1	14.6	-3.5	-6.9	-2.0	14.4	4.1	0.1	3.2
CCOc1cc(N2CCOCC2)c(OCC)cc1NC(=O)CN1CCC(Cc2ccccc2)CC1	6.4	43.9	-3.7	0.4	34.6	15.3	22.9	-0.8
O=C(O)CN1CCCCC1	5.9	1.9	-5.2	-2.6	-8.3	5.0	3.0	7.1
Cc1ccc(NC(=O)C2COc3ccccc3O2)cc1C (stereo not drawn)	3.7	-7.6	4.8	-3.3	5.1	-2.0	-2.9	-5.2
CCOC(=O)N1CCN(CCC(=O)Nc2cc(OC)ccc2OC)CC1	0.6	11.1	7.9	-0.2	8.5	-1.5	-30.5	1.6
CC1CN(C(=O)Cn2cnc3c2c(=O)n(C)c(=O)n3C)CC(C)O1 (stereo not drawn)	6.0	2.7	6.1	-0.3	-15.0	2.3	1.1	-3.7
O=C1CCCC2=C1C1(CCCCC1)N=C(Nc1nc3ccccc3s1)N2	6.3	13.1	9.2	-3.1	-15.1	0.2	-1.4	55.1*
CN1CCN(S(=O)(=O)c2ccc(NC(=O)Cc3ccc([N+](=O)[O-])cc3)cc2)CC1	-11.2	-2.6	-1.1	3.2	-6.7	-1.5	-1.9	-0.7
Cc1cc(NS(=O)(=O)c2ccc(N3C(=O)C4C5C=CC(C5)C4C3=O)cc2)nc(C)n1 (stereo not drawn)	-30.1	-5.9	-1.6	-0.2	1.6	1.3	-12.3	3.4
Cc1csc(NC(=O)CSc2nnc(C)s2)n1	-16.6	-3.5	-2.6	-2.1	6.3	0.1	2.8	-7.2
COc1ccc(C)cc1S(=O)(=O)N1CCCCCC1	0.9	-1.2	-7.6	-2.5	3.3	0.0	-2.7	-6.7
Cc1ccc(S(=O)(=O)CC(=O)Nc2sc(C)c(C)c2C(N)=O)cc1	12.7	-10.2	-10.7	9.2	10.9	1.8	37.8	-8.0
CC(OC(=O)COc1ccccc1Cc1ccccc1)C(=O)N(C)c1ccccc1 (stereo not drawn)	7.8	5.7	-6.0	-2.2	22.4	-4.1	-5.7	-2.2
CCc1ccc(CN(C)C(=O)c2ccc3c(=O)n4c(nc3c2)CCC4)cc1	17.4	17.6	-2.0	0.5	8.9	2.8	-2.8	-5.7
O=C(CNC(=O)COc1ccccc1)NCCN1CCOCC1	6.5	8.0	5.8	-1.0	1.8	10.6	-3.2	-9.8
O=C(CCl)Nc1cccc(CP(=O)(c2ccccc2)c2ccccc2)c1	7.0	-1.7	1.6	0.3	14.9	2.5	10.7	2.0
Cc1[nH]n(-c2nc(-c3cccc([N+](=O)[O-])c3)cs2)c(=O)c1C	-6.9	5.7	-9.6	-2.4	23.1	11.3	-49.6	-2.3
Cc1cccc(Nc2nc3c(s2)CCCC3)c1	x	11.0	x	x	8.4	-14.0	-76.1	26.9
CCOc1ccc(-c2cc(C(=O)OC)[nH]n2)cc1	-25.2	0.0	-1.7	0.3	6.8	-4.6	-14.7	3.4
CC[C@]12c3[nH]c4cc(-c5ccco5)ccc4c3CCN1C(=O)[C@@H](CC(=O)NCCCn1ccnc1)C[C@@H]2C(=O)N1CCN(C(=O)C2CC2)CC1	x	-7.9	x	x	0.8	-2.4	5.8	5.3
COCc1nnc(NC(=O)c2cccc(NC(=O)C(C)C)c2)s1	-5.8	12.5	-4.4	-2.4	4.0	4.2	10.2	0.7
Nc1cc(N)nc(SCc2cc(=O)oc3cc4c(cc23)CCC4)n1	7.8	-8.5	-0.8	5.6	6.0	-8.1	0.1	-30.5
Cc1cc(C)c2nc(N(CCCN(C)C)C(=O)c3ccc4c(c3)CCCC4)sc2c1	-38.7	x	25.7	-4.1	-5.2	x	21.3	12.4
C[C@]12c3[nH]c4ccc(Cl)cc4c3CCN1C(=O)[C@@H](CC(=O)NCCC1=CCCCC1)C[C@@H]2C(=O)N1CCOCC1	x	13.5	x	x	22.1	-3.2	-1.4	-7.7
O=C(Cc1cccs1)N(Cc1ccco1)C1(C(=O)NC2CCCC2)CCCCC1	6.2	7.4	3.0	-4.7	4.8	15.7	1.3	-9.1
O=P(O)(CCc1ccccc1)CN1CCCCC1	16.8	-2.9	-7.1	1.2	3.7	0.9	-18.8	-4.6
c1ccc2[nH]c(CN3CCCCC3)nc2c1	2.1	-6.9	1.4	-0.9	14.0	-3.9	-1.3	7.8
CCN=C1S/C(=C\c2cc(Cl)c(OC)c(OC)c2)C(=O)N1CC	5.6	7.6	11.9	-2.3	-4.2	5.6	-1.6	2.2
Cc1ccc2[nH]c(C(=O)O)c(NC(=O)c3ccccc3[N+](=O)[O-])c2c1	11.9	3.6	-3.6	-1.1	22.1	8.8	-0.6	6.4
Cc1cc(=O)n2nc(N3CCCC(C(=O)N4CCc5ccccc54)C3)sc2n1 (stereo not drawn)	6.5	7.3	-1.4	-3.8	-6.9	-17.5	5.2	-1.6
Fc1cccc(Nc2c3c(nc4ccccc24)CCC3)c1	-4.2	-2.4	12.7	-0.7	13.8	3.0	-1.4	15.1
NC(=O)C1CCN(C(=O)Cn2cccc2C(=O)c2ccccc2)CC1	-0.5	-9.1	-3.9	-0.7	1.1	-14.7	6.5	-9.0
CC(=O)c1cccc(NC(=O)COc2ccccc2)c1	-2.1	-8.6	-16.6	-0.5	7.8	8.2	-17.5	-5.5
CCOCC(=O)Nc1ccc(S(=O)(=O)NCC2CCCO2)cc1 (stereo not drawn)	-15.4	2.3	-7.1	-0.9	7.0	-17.7	-3.1	-0.9
COc1ccc(C(=O)NCc2nnc(SCC(=O)Nc3ccccc3F)o2)cc1	-7.5	3.7	0.7	2.8	2.6	8.8	6.8	7.1
CCOC(=O)N1CCc2c(sc3nc4n(c(=O)c23)N=C(c2ccc(OC)cc2)CS4)C1	4.8	2.0	-16.8	0.9	7.0	7.7	4.1	-1.9
CCCCn1c(O)c(C(CC)=Nc2ccc3c(c2)CCC3)c(=O)[nH]c1=O	-9.2	-10.5	-9.9	-2.4	-14.5	-7.3	-5.1	-4.4
COc1ccc(Cn2c(=O)c3[nH]cnc3n(-c3ccccc3C)c2=O)cc1	2.8	-11.9	-2.6	-3.3	4.8	-0.1	2.8	2.2
CCOC(=O)c1c(C)c(C(=O)N2CCc3ccccc3C2)c(C)n1CC	10.5	-1.1	6.2	-6.6	3.2	8.2	2.3	20.4
COc1ccc(C(NC(=O)c2c(F)c(F)c(F)c(F)c2F)c2ccccc2)cc1 (stereo not drawn)	-21.3	-12.7	-3.0	2.4	-27.9	-23.2	-0.9	-13.7
COc1ccc(CNC(=O)COC(=O)c2sccc2C)cc1OC	1.0	-10.4	4.4	-0.1	8.0	2.5	-0.5	0.8
COc1ccccc1C(=O)NCC(c1cccnc1)N(C)C (stereo not drawn)	-33.6	-30.1	-2.9	-3.1	-4.8	1.6	8.9	-3.7
CC(C)c1ccc(OCC(=O)Nc2ccc(OC(F)(F)F)cc2)cc1	10.4	-9.4	2.1	-1.9	-7.5	-9.8	-2.4	28.6
O=[N+]([O-])c1cccc(COc2ccc(CN3CCCC3)cc2)c1	x	-1.7	x	x	5.2	0.8	-30.2	7.4
Cc1ccc(N2C(=O)[C@@H]3[C@H](C2=O)C2c4ccccc4C=CN2[C@@H]3C(=O)c2ccco2)cc1 (stereo partly drawn)	x	3.5	x	x	20.7	9.7	-9.7	-3.8
O=C(CSc1nnc(NC(=O)C2CC(=O)N(c3ccccc3)C2)s1)NCc1ccco1 (stereo not drawn)	3.7	-0.5	-3.2	-6.6	7.1	-2.4	-1.9	0.0
CN(CC(=O)Nc1ccc(N2CCOCC2)cc1)C(=O)c1ccc(O)c(Cl)c1	3.6	-4.4	0.8	-3.6	11.5	-2.8	-5.6	-5.7

Ordered by value in UBC13 inh (high to low): some entries from above.
Compound,APJ antagonist,EBI2 antag,UBC13 inh,CCR6 antag,CXCR6 inh,ATG4B inhibitor
CC(C)c1ccc(OCC(=O)Nc2ccc(OC(F)(F)F)cc2)cc1,10.4,-9.4,2.1,-7.5,-9.8,28.6
CN(CC(=O)Nc1ccc(N2CCOCC2)cc1)C(=O)c1ccc(O)c(Cl)c1,3.6,-4.4,0.8,11.5,-2.8,-5.7
COc1ccc(C(NC(=O)c2c(F)c(F)c(F)c(F)c2F)c2ccccc2)cc1 (stereo not drawn),-21.3,-12.7,-3.0,-27.9,-23.2,-13.7
